Compound activity: PubChem, several laboratories
IEC-6 tox = counter-screen for KLF5 inhibitors: cytotoxicity in IEC-6 cells; AID 1825; inhibition, % at 5 µM; actives 0.78% (n = 290,000); IEC-6 cytotoxicity, luminescence viability; in the data active = inhibition above about 22%;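 also: 0% = plate median of test compound wells and 100% = cytotoxic reference compound wells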
AI-2 QS mod = modulates the Vibrio harveyi AI-2 quorum sensing system; activity change, % at 7.5 µM; actives 0.4% (n = 300,000); Vibrio harveyi JMH597 AI-2 luminescence/OD600 ratio, 9 h; active compounds read low; strain lacks LuxN and CqsS sensors; 0 = neutral-control median; AID 2094; in the data active = activity change below about -75%, passing the limit was not always enough; inconclusive = no clear call, values can overlap the other calls;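 also: luminescence divided by OD600 gain over 9 h not by final OD600 alone; inactives centre near 13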
HSF1 inh = HSF1 inhibition | NIH3T3-HGL HSE-luciferase, MG132-induced, luminescence 8 h; active compounds read low | AID 2098 | actives 0.77% (n = 300,000) | activity change, negative = inhibition, % at 7.5 µM (by protocol);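 active = more than half of replicate wells show activity change below -50%, luminescence cut by over half; inconclusive = some wells, but at most half, below -50%; inactive = no replicate well below -50%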;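 also: luciferase reports HSF-1 transcriptional activity via heat shock element; 0% = median of DMSO wells and -100% = zero luminescence signal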
HSF1 activator = increases HSF-1 driven luciferase reporter signal; NIH3T3-HGL HSF-1 luciferase reporter, MG132, 8 h; 100% = twice DMSO control signal; activation, % at 9 µM; actives 1.7% (n = 300,000); AID 504408;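 active = mean replicate activation of at least 50% with a set share of replicates each reaching 50%; inconclusive = only one of those two conditions met; inactive = mean below 50% and too few replicates reaching it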;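 also: 0% = median of the neutral control wells and 100% = twice that signal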
HSP90 inh = HSP90 refolding inhibition in rabbit reticulocyte lysate | luciferase refolding luminescence, 3 h | inhibition, % at 5.6 µM | actives 0.91% (n = 290,000) | AID 1789;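 active = inhibition above the screen-wide mean plus 3 SD, computed separately per campaign, cut at about 16% in these data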;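 also: 0% = DMSO wells and 100% = 60 µM geldanamycin wells; inhibitors lower the luminescence because luciferase stays unfolded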
HDAC3 inh = blocks human histone deacetylase 3; actives 0.15% (n = 320,000); recombinant HDAC3, fluorogenic peptide/trypsin coupled, fluorescence; inhibition, % at 8.3 µM; AID 2718; in the data active = inhibition above about 26%, passing the limit was not always enough; inconclusive = no clear call, values can overlap the other calls
Target sequence (O15379 whole entry, looked up): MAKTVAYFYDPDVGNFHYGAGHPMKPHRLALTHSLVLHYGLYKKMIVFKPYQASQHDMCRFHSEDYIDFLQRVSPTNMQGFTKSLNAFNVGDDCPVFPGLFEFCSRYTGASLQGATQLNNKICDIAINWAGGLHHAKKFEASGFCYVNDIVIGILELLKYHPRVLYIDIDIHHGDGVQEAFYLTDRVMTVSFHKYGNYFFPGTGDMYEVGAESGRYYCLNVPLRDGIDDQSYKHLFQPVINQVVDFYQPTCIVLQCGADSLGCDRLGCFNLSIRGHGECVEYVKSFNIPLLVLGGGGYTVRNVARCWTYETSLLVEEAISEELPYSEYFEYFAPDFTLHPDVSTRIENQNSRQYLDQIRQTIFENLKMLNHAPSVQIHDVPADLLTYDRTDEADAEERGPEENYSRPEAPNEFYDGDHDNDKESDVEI
aSyn UTR inh = MLPCN primary screen, SNCA 5' untranslated region | alpha-synuclein 5'UTR reporter, inhibitor activity | inhibition, % (tested at 7.5 µM) | actives 0.82% (n = 300,000) | AID 1813; in the data active = inhibition above about 60%; inconclusive = no clear call, values can overlap the other calls;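 also: H4 neuroglioblastoma cells stably carrying SNCA 5'UTR luciferase fusion; 0% = DMSO wells and 100% = positive control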
HIF activator = HIF pathway transcriptional activation. AID 1910. actives 0.32% (n = 300,000). U2OS HRE-luciferase reporter, luminescence; normalized: DMSO 0%, desferrioxamine 100%. activation, % at 7.5 µM (by protocol);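 active = mean activation of at least 10% of the iron chelator positive control signal, with at least half of replicates also reaching 10%; inconclusive = mean and replicate majority disagree about reaching 10%; inactive = mean and most replicates under 10%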
KLF5 inhibitor = kruppel-like factor 5 inhibition. DLD-1 KLF5 promoter-luciferase reporter, luminescence. inhibition, % at 5 µM. actives 0.23% (n = 290,000);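 active = inhibition above a per-plate limit of that plate's mean compound inhibition plus 3 SD, cut at about 60% in these data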;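 also: 0% = DMSO wells and 100% = LY294002 at 200 µM; higher means less KLF5 promoter-driven luciferase light; inactives centre near -14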
Platelet DG rel = platelet dense granule release activity | human platelet-rich plasma, SFLLRN dense granule ATP release, luminescence | inhibition, %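 (compounds screened at 7.5 µM in platelet-rich plasma)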 | actives 0.22% (n = 300,000) | AID 1663;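 active = mean replicate score, as percent of positive control, at or above 50; inconclusive = mean below 50 but at least one replicate at or above 50; inactive = mean and every replicate below 50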
Active calls of the source: *; ? = inconclusive; . = no result given.

Values run as follows: IEC-6 tox	AI-2 QS mod	HSF1 inh	HSF1 activator	HSP90 inh	HDAC3 inh	aSyn UTR inh	HIF activator	KLF5 inhibitor	Platelet DG rel
CC1CN(Cc2c(O)ccc3c(=O)c(-c4ccccc4Cl)coc23)CC(C)O1 (stereo not drawn)
  -3	27	2	-1	0	-47	-11	-20	-17	1
Cc1cc(C)c(C)c(OCC(=O)NCc2nc(-c3ccccc3)no2)c1
  -6	11	-5	-7	0	4	-7	0.3	3	12
CN(c1ccccc1)c1nc(-n2ccnc2)nc(-n2ccnc2)n1
  4	40	-2	11	-3	1	43	-0.9	-21	0
Cc1nc(NCc2ccco2)nc2c1C(=O)CC(C)C2 (stereo not drawn)
  -2	2	2	8	-1	8	18	1.0	-30	-18
CNC(=O)C(=O)NCCN1CCN(S(=O)(=O)c2ccc3ccccc3c2)CC1
  5	25	1	-13	1	-1	-14	-45	-31	-1
Cc1ccc(-n2cnc3c(sc4nc(N5CCOCC5)c5c(c43)CCCC5)c2=O)cc1
  2	10	-2	-9	0	3	22	-0.2	-26	-5
CCSC1=C(C#N)C(c2ccc(Cl)cc2)C2=C(CCCC2=O)N1 (stereo not drawn)
  15	32	-7	-10	-1	-1	24	-0.8	-10	2
Cc1ccc(-c2ccc(CCC(=O)O)n2NC(=O)c2cccs2)cc1
  1	17	9	33	0	-2	5	-0.2	-3	-1
CCOc1ccc(N2CC(C(=O)NCCc3ccc(OC)c(OC)c3)CC2=O)cc1 (stereo not drawn)
  8	22	-7	-1	5	.	22	0.3	-27	?
COC(=O)c1cc(C#N)c(N2CCN(C)CC2)nc1C
  2	10	-5	-7	4	-3	-8	0.2	-17	1
O=c1cc(-c2c(O)c3ccccc3n(Cc3ccccc3)c2=O)[nH][nH]1
  -1	19	-11	-20	0	8	9	0.0	6	-2
COc1ccccc1NC(=S)NCc1cccnc1
  9	76	-3	-9	2	2	-3	-0.1	-23	-2
O=C(CSC1=NNC(c2ccccn2)S1)Nc1ccc(C(F)(F)F)cc1 (stereo not drawn)
  1	14	-35	-33	-2	11	7	25*	-20	13
CCn1cc(C(=O)NCCc2ccccc2)c(=O)c2cc(S(=O)(=O)N(C)C)ccc21
  0	0	2	18	4	3	7	0.4	-42	-7
Cc1ccccc1Oc1nc2c(C)cccn2c(=O)c1/C=C(\C#N)C(=O)Nc1c(C)n(C)n(-c2ccccc2)c1=O
  0	5	105	137*	0	1	-1	0.7	-35	-1
Cc1c(CCC(=O)NCC(=O)NCC(=O)O)c(=O)oc2cc3oc4c(c3cc12)CCCC4
  4	11	-8	-1	-3	-5	-3	-1.5	3	-3
CCN(CC(=O)NCc1ccc(F)cc1)CC(=O)NC1CCCC1
  2	20	-2	-14	-1	2	10	-0.8	-9	-6
Cc1nn(-c2ccc(NC(=O)c3ccncc3)cc2)c(C)c1Cl
  2	4	-3	-8	-1	-1	56	0.1	-30	1
O=C(CCCN1C(=O)CCC1=O)Nc1ccc2c(c1)OCCO2
  5	17	-8	-7	1	-2	-19	0.9	1	8
CC(C)c1ccc(NC2CCCN(C(=O)CCc3cn[nH]c3)C2)cc1 (stereo not drawn)
  -3	7	6	34	-5	-2	22	-0.7	0	-6
COc1ccc(CNS(=O)(=O)NCc2ccccc2)cc1OC
  -4	21	0	13	1	0	24	-0.2	-5	1
CCOc1ccc(/C=N/NC(=O)c2cc3ccccc3cc2OC)cc1
  2	13	0	-3	0	1	-13	0.7	-16	-4
O=c1cc(CSCc2ccc(Cl)cc2)[nH]c(=O)[nH]1
  2	13	-4	-31	4	-7	2	0.4	9	8
NC(N)=NS(=O)(=O)c1ccc(NC(=S)NC(=O)c2ccc3c(c2)OCO3)cc1
  8	2	-16	-20	1	-2	-1	-2.6	-2	-5
CCOC(=O)CSc1ncc(-c2cccc(Cl)c2)cn1
  -2	-22	-12	-27	1	?	-4	-0.1	-29	0
O=C(Nc1ccccc1)OC1CC2CC1C1CCCC21 (stereo not drawn)
  -1	29	10	45	2	3	-141	4.8	-60	-4
CCCNC(=O)CC(NS(=O)(=O)c1ccc(OC)cc1)c1ccco1 (stereo not drawn)
  0	4	-6	7	0	2	-8	-0.2	0	10
CC(NC(=O)C(CC(=O)OC(C)(C)C)NC(=O)OC(C)(C)C)C(N)=O (stereo not drawn)
  1	27	1	-17	0	-5	15	0.2	10	-4
CCn1c(Cc2ccc(OC)cc2)nnc1SCC(=O)Nc1cccc(C(=O)OC)c1
  2	.	.	.	-1	6	.	.	-41	.
O=C(CSc1c2c(nc3cc(Cl)ccc13)CCCC2)NCc1ccco1
  0	7	48	?	-1	-1	-2	5.5	-30	-7
COc1ccc(-c2nnc(SCC(=O)N3CCCC3)o2)cc1OC
  2	13	-2	3	-1	8	15	0.5	-35	1
COc1ccc(OCc2cccc(C(=O)Nc3ccc(CN4CCCCC4)cc3)c2)cc1
  9	14	-27	-37	6	1	-112	0.6	-144	7
COC(=O)C(CC(=O)c1ccc(Cl)cc1)c1ccc(C)cc1 (stereo not drawn)
  5	-9	11	5	5	1	-57	0.5	-5	-7
CN1CCN(CCCNC(=O)c2ccc(/C=C3/Sc4ccccc4N(Cc4cccc(Cl)c4)C3=O)cc2)CC1
  -2	28	1	10	-3	.	-42	0.0	-37	10
CCn1cc(C(=O)N[C@@H](CCSC)C(=O)NCCCn2ccnc2)c(=O)c2cc3c(cc21)OCO3
  3	-10	-6	-5	-5	8	22	-0.7	-7	?
CCCc1nc(C)c2c(=O)[nH]c(-c3cc(S(=O)(=O)N4CCN(CC)CC4)ccc3OCC)nn12
  .	7	4	25	.	-3	1	-0.3	.	-2
CCOc1ccc(CN2CCN(CCCn3cccn3)CC2CCO)cc1 (stereo not drawn)
  -3	15	-8	-1	4	0	3	0.1	-40	?
CCOC(=O)/C(=N/Nc1ccccc1)N1CCCc2ccccc21
  -2	24	-7	13	-1	7	10	-0.2	-14	-4
O=C(Nc1cc(C(F)(F)F)ccc1N1CCOCC1)c1cccnc1
  -3	16	-9	-8	6	3	14	0.0	-8	8
CN(C)S(=O)(=O)c1cccc(C(=O)Nc2ccc(N3CCOCC3)cc2)c1
  2	25	-2	-10	-2	-1	7	-0.3	2	5
CC[n+]1ccc(C)c2cc(SC(F)(F)F)ccc21
  -2	34	-1	6	-4	-12	3	0.4	-13	10
CCCN1CCC(NC(=O)C2CCCCC2C(=O)O)CC1 (stereo not drawn)
  -2	17	-1	8	-3	-13	-8	0.2	1	-5
OCC1(Cc2ccccc2)CCCN(Cc2ccn[nH]2)C1 (stereo not drawn)
  -4	22	-11	-2	3	-3	2	0.4	-27	2
COc1ccc(C2(c3ccc(OC(C)=O)cc3OC(C)=O)CC(c3ccccc3)NC(=S)N2)cc1 (stereo not drawn)
  3	-1	-4	-12	6	0	7	-0.1	-9	-1
CCOc1ccc(/C=N/OCC(=O)Nc2cc(C)on2)cc1
  -7	14	-1	-7	-4	2	4	-0.3	-4	0
O=C(NCc1ccc(Cl)cc1)c1cc(=O)[nH]c2ccccc12
  -5	5	-1	27	-6	0	-18	0.4	1	-6
CC(=O)Cc1nsc(NC(=O)c2ccc(-c3ccccc3Cl)o2)n1
  -1	33	3	32	4	10	-13	1.2	-31	0
NS(=O)(=O)c1ccc(CCNC(=O)CSc2ccc([N+](=O)[O-])cc2)cc1
  -4	.	-4	11	1	4	-15	-0.4	-24	6
Cc1cc(C)n(C2CC(=O)N(c3ccccc3)C2=O)n1 (stereo not drawn)
  4	24	9	5	1	-2	-9	.	-49	4
Nc1n[nH]c(N)c1N=Nc1ccccc1
  0	3	-7	-5	-9	17	-15	-0.7	-8	21
COc1ccc(Cc2n[nH]c(=S)n2NC(=O)Nc2ccc(Cl)c(Cl)c2)cc1
  0	-24	.	.	1	-1	10	.	-9	-1
CCNC(=S)Nc1ccc(-c2nc3ccccc3[nH]2)cc1
  17	-22	20	?	2	4	-161	4.2	-94	14
Clc1ccc(-c2nc3ccccn3c2CN2CCSCC2)cc1
  5	20	18	49	0	3	-28	1.4	-23	-1
CCNC(=S)NNC(=O)c1ccoc1C
  0	23	0	3	-1	-8	15	-0.2	-6	-3
Cc1cccc(-n2c(C)cc(/C=N/O)c2C)c1
  9	11	-6	-1	-5	-4	-26	.	-12	5
CC(C)(C)N/C=C(\C#N)S(=O)(=O)c1ccc(Br)cc1
  -4	7	-6	12	-3	9	-3	0.4	-32	2
C1=C(CCNCC2CCCCC2)CCCC1
  2	20	.	.	3	-2	.	.	-20	0
O=[N+]([O-])c1cccc(/C=N/Nc2ncc(Br)cn2)c1
  -3	10	11	24	-3	1	-194	5.2	-105	-8
Cc1nn(C(C)C(=O)NC2C(=O)N3C(C(=O)O)=C(CSc4nnnn4C)CSC23)cc1Cl (stereo not drawn)
  -1	40	2	2	-2	3	-23	-1.2	14	3
O=C(NC1CCCC1)C(c1ccc(F)cc1)N(C(=O)c1csnn1)C1CCCC1 (stereo not drawn)
  -1	8	5	0	2	-7	-7	-0.9	-22	-2

With a hit mark in HSF1 activator (from the list above):
canonical_smiles	AI-2 QS mod	HSF1 inh	HSF1 activator	HSP90 inh	HDAC3 inh	aSyn UTR inh	KLF5 inhibitor	Platelet DG rel
Cc1ccccc1Oc1nc2c(C)cccn2c(=O)c1/C=C(\C#N)C(=O)Nc1c(C)n(C)n(-c2ccccc2)c1=O	5	105	137*	0	1	-1	-35	-1

Other entries follow.
Values run as follows: IEC-6 tox	AI-2 QS mod	HSF1 inh	HSF1 activator	HSP90 inh	HDAC3 inh	aSyn UTR inh	HIF activator	KLF5 inhibitor	Platelet DG rel
CC(=O)OCC(OC(C)=O)C(OC(C)=O)C(OC(C)=O)C(=O)Nc1cccc(C)c1 (stereo not drawn)
  -1	13	9	7	8	-2	-6	-0.1	1	-36
CCCCc1ccc(NC(=S)N2CCN(c3ccccn3)CC2)cc1
  0	-2	-4	9	1	-1	23	0.1	0	-2
O=c1[nH]c(C2CCCN(S(=O)(=O)c3ccc(F)cc3)C2)nc2c1nnn2Cc1ccc(F)cc1 (stereo not drawn)
  0	32	1	6	2	4	19	0.0	0	-18
Cc1nc2ccccn2c1C(=O)N/N=C/c1ccc(CNC(=O)C(=O)Nc2ccccc2)o1
  0	29	7	7	2	8	-42	0.5	-15	-1
COc1ccccc1/C=C/C=N/n1c(-c2ccco2)n[nH]c1=S
  4	44	8	5	0	0	-48	0.3	8	13
COc1cccc(OCCOCCOc2ccc(C)cc2[N+](=O)[O-])c1
  3	19	-3	0	-2	1	17	1.9	-12	10
CCCCCCCC1(C)NC(=O)N(c2ccccc2)N1 (stereo not drawn)
  5	11	3	22	-6	.	-2	.	-2	7
COc1cccc(CNCCNC(=O)c2nonc2N)c1
  -3	15	3	12	-1	2	-13	0.2	-9	-10
CC1(C)CC(=O)C(C(=S)Nc2ccc(F)cc2)=C(NCCN2CCOCC2)C1
  -2	-16	-1	17	3	-3	-9	0.1	-10	-9
CCCOc1ccc(S(=O)(=O)Nc2ccccn2)c2ccccc12
  -7	31	0	-1	6	6	-13	0.5	-18	-4
